Bioassay records (PubChem BioAssay)
EBNA-1 inhibitor = blocks EBNA-1 binding to DNA; EBNA-1 DNA binding, fluorescence polarization; inhibition, % at 14.8 µM; hit rate 0.34% among 300,000; in the data active = inhibition above about 28%
BCLXL inh = blocks human Bcl-xL binding to Bim BH3 peptide; AID 2129; GST-Bcl-xL / FITC-Bim BH3 peptide fluorescence polarization; hit rate 0.7% among 320,000; inhibition, % at 10.9 µM; Q07817;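 active = inhibition above the mean of all tested compounds plus 3 SD, cutoff set per campaign, cut at about 30% in these data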;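 note: 0% = DMSO wells and 100% = unlabeled Bim-BH3 peptide competitor; inhibitors lower millipolarization by displacing the labeled peptide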
Target sequence (Q07817 whole entry, looked up): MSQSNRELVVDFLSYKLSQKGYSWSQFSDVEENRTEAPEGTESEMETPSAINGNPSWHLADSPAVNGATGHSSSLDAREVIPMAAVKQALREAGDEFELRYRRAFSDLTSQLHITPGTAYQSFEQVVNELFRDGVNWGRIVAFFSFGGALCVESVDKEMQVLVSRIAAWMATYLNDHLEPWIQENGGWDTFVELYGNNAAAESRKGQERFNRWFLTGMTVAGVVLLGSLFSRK
MCL1 BIM primary = MCL1-BIM-BH3 interaction inhibition (human). hit rate 0.68% among 320,000. GST-MCL1 / FITC-Bim-BH3 fluorescence polarization. inhibition, % at 10.9 µM. AID 2057. Q07820;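 active = inhibition above the mean inhibition of all tested compounds plus 3 SD, set per campaign, cut at about 40% in these data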;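 note: 0% = DMSO wells and 100% = unlabeled Bim-BH3 peptide control; higher means more loss of mP so more displacement of Bim peptide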
Target sequence (Q07820 whole entry, looked up): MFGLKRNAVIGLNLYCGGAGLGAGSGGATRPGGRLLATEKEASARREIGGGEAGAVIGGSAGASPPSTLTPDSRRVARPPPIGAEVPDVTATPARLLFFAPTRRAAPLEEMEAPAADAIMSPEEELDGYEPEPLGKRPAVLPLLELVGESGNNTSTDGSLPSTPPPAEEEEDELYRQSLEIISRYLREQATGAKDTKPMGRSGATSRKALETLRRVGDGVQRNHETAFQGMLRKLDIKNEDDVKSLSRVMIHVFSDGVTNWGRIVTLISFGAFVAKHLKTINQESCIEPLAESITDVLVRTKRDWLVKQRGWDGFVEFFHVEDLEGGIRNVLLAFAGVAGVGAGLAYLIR
ZTA DNA inh = counter-screen for EBNA-1 inhibitors: inhibitors of Epstein-Barr virus ZTA; AID 2234; inhibition, % at 11 µM; ZTA-DNA binding, fluorescence polarization; hit rate 0.15% among 320,000; in the data active = inhibition above about 33%
MEX-5 binding = C. elegans MEX-5 TCR-2 RNA binding activity; Q9XUB2; MEX-5/FITC-TCR2 RNA binding, fluorescence polarization; active compounds read low; activity score (negative = inhibition of binding), % at 10 µM; hit rate 0.38% among 300,000; AID 1832;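 active = inhibition past about -25% in most replicates, and total fluorescence under double the plate's negative control median, limit read from the data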;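 note: 0% = DMSO and -100% = 5 µM competing unlabeled TCR2 RNA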
Efflux pump inh = inhibitors of Candida antifungal efflux pumps expressed in yeast; S. cerevisiae Candida pump triplex, Nile Red efflux; inhibition, % at 10 µM; hit rate 0.44% among 330,000;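 active = plate passing quality check with inhibition over a set limit, or well fluorescence over plate mean plus 4 SD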;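 note: Nile Red retained in pooled yeast measured as flow cytometry median fluorescence; 0% = buffer negative control and 100% = Enniatin B positive control; higher means more Nile Red kept so more efflux inhibition; some compounds called inactive have numbers as strong as hits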
Yeast superoxide = caloric restriction mimetics inhibiting age-related superoxide in yeast. S. cerevisiae aged cells, superoxide DHE fluorescence; active compounds read low. superoxide response (% of plate mean), % at 10 µM. hit rate 0.18% among 330,000. AID 2690;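 active = superoxide response under a set limit, about three screen SD below normal, cut at about 65% in these data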;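 note: yeast aged for seven days with compound at 30 °C before DHE staining; 100% = average MFI of all compound-treated wells on the plate with controls excluded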
GLD-1 RNA inh = GLD-1-TGE RNA interaction inhibition (C. elegans); Q17339; purified GLD-1 + fluorescein TGE RNA, fluorescence polarization; inhibition, % at 5.96 µM; hit rate 0.44% among 320,000; AID 2280;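 active = percent inhibition above a per-plate cutoff, the plate mean of test compounds plus 3 SD, cut at about 30% in these data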;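 note: 0% = DMSO wells with GLD-1 and probe and 100% = wells lacking GLD-1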
Target sequence (Q17339 whole entry, looked up): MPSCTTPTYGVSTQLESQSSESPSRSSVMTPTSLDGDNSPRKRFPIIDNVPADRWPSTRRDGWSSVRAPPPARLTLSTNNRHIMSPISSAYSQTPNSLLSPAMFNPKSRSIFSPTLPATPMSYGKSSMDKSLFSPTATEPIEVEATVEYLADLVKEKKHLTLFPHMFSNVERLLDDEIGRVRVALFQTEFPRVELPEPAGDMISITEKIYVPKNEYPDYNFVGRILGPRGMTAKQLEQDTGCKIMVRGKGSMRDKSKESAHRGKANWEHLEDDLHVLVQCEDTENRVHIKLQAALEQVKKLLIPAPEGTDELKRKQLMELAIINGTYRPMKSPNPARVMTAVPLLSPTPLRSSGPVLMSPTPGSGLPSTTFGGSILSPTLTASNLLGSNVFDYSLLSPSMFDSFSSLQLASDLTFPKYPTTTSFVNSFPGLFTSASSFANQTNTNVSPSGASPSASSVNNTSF
Fam108B counter = blocks mouse Fam108B hydrolase in RBBP9 counter-screen; recombinant Fam108B, FP-Rh probe fluorescence polarization; inhibition, % at 9.51 µM; hit rate 0.33% among 300,000;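 active = inhibition above the screen mean inhibition plus 3 SD, computed separately per campaign, cut at about 18% in these data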;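 note: inhibitors lower polarization as less probe binds the enzyme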
* marks the source's active call; other numbers are inactive results; / = no result given.

SMILES	EBNA-1 inhibitor	BCLXL inh	MCL1 BIM primary	ZTA DNA inh	MEX-5 binding	Efflux pump inh	Yeast superoxide	GLD-1 RNA inh	Fam108B counter
CCN1CCN(C(=O)Cn2c(=O)sc3ccccc32)CC1	4	-2	1	-4	0.6	-0.1	90	-2	2
Nc1nc(-c2ccccc2Br)cs1	1	9	4	-1	1.7	-0.1	99	-1	-2
O=S(=O)(N/N=C/c1ccc2c(c1)OCO2)c1ccc(Br)cc1	-1	0	2	4	-1.7	0.2	101	6	0
COc1ccc(Nc2nc(C)nc3sc4c(c23)CCC4)cc1O	-11	14	8	-11	-0.5	-0.2	100	-7	2
Cc1cc(OCC(=O)Nc2ncn[nH]2)ccc1Cl	/	5	7	-8	/	-0.2	118	-2	/
CCc1nnc(NC(=O)c2ccc(-c3ccc(C(C)=O)cc3)o2)s1	/	-4	-11	0	/	0.3	122	3	/
COc1cccc(C(=O)Nc2cccc(-c3ccc(N4CCOCC4)nn3)c2)c1	9	5	-4	19	-0.3	0.0	93	1	2
CSc1nccc(NC(=O)c2ccc(C(C)(C)C)cc2)n1	-7	7	9	0	-0.5	0.2	92	-1	-6
COc1ccccc1CNC(=O)c1cn(C)c2ccc(S(=O)(=O)N3CCCC3)cc2c1=O	2	8	1	-9	0.0	-0.2	105	5	-10
CC(C)CN(C(=O)COC(=O)Cc1ccc(Cl)cc1)c1c(N)n(Cc2ccccc2)c(=O)[nH]c1=O	-3	-8	-14	1	1.2	-0.1	105	1	-1
COC(=O)C1=C(C(=O)OC)C2(OC1c1ccccc1C)C(=O)c1ccccc1C2=O (stereo not given)	-15	2	0	10	-0.9	0.0	89	-1	3
Cc1sc2ncn(CC(=O)NCC(=O)N3CCN(c4ccccc4F)CC3)c(=O)c2c1C	-5	6	6	0	1.0	0.2	107	6	2
COCCNC(=O)c1cccc(OC2CCN(Cc3cccc(SC)c3)CC2)c1	-7	6	-1	-20	-1.0	0.0	102	4	2
CC(=O)c1cccc(NC(=O)COc2ccc3oc(=O)cc(C)c3c2)c1	-4	0	17	-5	0.8	0.0	123	-2	0
C/C(=C\C(=O)C(F)(F)F)Nc1ccc(C)cc1	3	5	8	-9	2.4	0.0	102	6	3
CC(=O)c1cccc(NC(=O)c2ccoc2C)c1	-6	-2	-8	-8	0.4	-0.2	99	9	-2
Cc1[nH]nc2c1C(=O)CCC2	-5	5	2	-25	-1.9	-0.1	97	1	5
COc1ccc(C2C3C(=O)N(N(C)c4ncc(C(F)(F)F)cc4Cl)C(=O)C3ON2C)cc1 (stereo not given)	7	3	-3	-4	-1.7	-0.1	100	1	6
COc1ccc(C(=O)NCCc2nnc3ccc(SCC(=O)NCc4ccccc4)nn23)cc1	2	2	7	33	1.0	0.0	107	-6	-1
Cc1ccc(NC(=S)NN(C)c2cc(C)nc(C)n2)cc1	-4	4	8	-6	-1.1	-0.1	104	2	4
COCCN(C(=S)Nc1cccc(OC)c1)C1CCN(C(C)=O)CC1	-3	3	3	4	-1.0	1.5	89	-4	-8
Cc1ccc(C2=[N+]([O-])C3(CCCCC/C3=N\O)N(O)C2(C)C)o1 (stereo not given)	-2	-3	-2	13	3.8	-0.1	83	6	0
CC1CN(C(=S)Nc2ccccc2C(F)(F)F)CC(C)O1 (stereo not given)	16	3	8	10	0.4	-0.2	122	2	1
Cc1nn(C)c(C)c1NC(=O)COc1ccc(Cl)cc1Br	/	-7	-7	0	/	0.1	107	6	/
CC(=O)Oc1cccc(N2C(=O)c3ccccc3C2=O)c1	-10	5	5	-12	0.3	0.0	103	3	2
More records.
SMILES	EBNA-1 inhibitor	BCLXL inh	MCL1 BIM primary	ZTA DNA inh	MEX-5 binding	Efflux pump inh	Yeast superoxide	GLD-1 RNA inh	Fam108B counter
Cn1cccc1C(=O)NCC1CCCCC1	-9	-1	-5	-1	1.7	0.3	90	-2	-4
O=C(CSc1ncccc1-c1nc2ccccc2[nH]1)NC1CC1	5	-1	2	-15	1.0	0.1	73	6	5
CCOC(=O)NC(=O)CSc1nnc(C2CC2)n1Cc1ccco1	-4	3	3	13	-0.3	-0.1	90	0	4
N=c1c2c3c(sc2ncn1Nc1ccccc1)CCC3	-2	11	11	-2	-2.0	0.3	95	15	1
O=C(NC1CCCC1)C1C2C=CC3(CN(Cc4cccs4)C(=O)C13)O2 (stereo not given)	3	5	3	-4	1.0	0.1	100	3	1
COc1cc(C)c(Br)cc1S(=O)(=O)NCCN1CCOCC1	6	5	3	11	1.5	-0.1	99	6	3
O=C1CC(c2ccccc2Cl)C2=C(COC2=O)N1 (stereo not given)	8	7	4	-9	-1.2	0.0	94	1	1
Cn1ccnc1SCC(=O)Nc1cccc2ccccc12	3	3	-1	-6	0.7	0.0	92	-2	2
O=C(C1CCC(=O)N1Cc1ccccc1Cl)N1CCN(c2cccc(Cl)c2)CC1 (stereo not given)	-9	0	9	9	3.2	0.2	112	2	1
Cn1c(=O)c(-c2ccccc2[N+](=O)[O-])c(Cl)c2ccccc21	4	8	-1	-12	0.9	0.1	95	6	0
CC(C(=O)NCc1ccccc1)N1C(=O)CN(C)C(=O)c2ccccc21 (stereo not given)	-5	3	4	-5	-1.4	0.0	88	5	-3
COc1cccc(CC2(CO)CCCN(Cc3cn[nH]c3-c3ccccc3)C2)c1 (stereo not given)	-5	6	9	-9	2.7	-0.1	103	7	-2
COc1ccc(NC(=O)CN(C)C(=O)Cc2c[nH]c3ccccc23)cc1	/	-7	-10	-8	/	0.1	94	3	/
CN(c1nc(-c2ccc(Br)cc2)cs1)C1CCS(=O)(=O)C1 (stereo not given)	-17	-14	-19	-24	-1.4	0.3	122	-7	-1
CCN(CC)CCN1C(=O)C(=O)/C(=C(/O)c2c(C)[nH]c(C(=O)OC)c2C)C1c1cccc(OC)c1 (stereo not given)	-1	4	2	9	-3.3	0.1	97	5	-1
C=CCn1c(C)csc1=Nc1ccc(C(=O)O)cc1	12	9	3	17	-3.7	0.1	96	-5	-1
CCS(=O)(=O)N1Cc2ccccc2CC1C(=O)NCC12CC3CC(CC(C3)C1)C2 (stereo not given)	8	11	-1	-12	0.5	0.1	94	6	-3
CCOc1cc(N2CCOCC2)c(OCC)cc1NC(=O)COc1ncnc2ccc(Br)cc12	-4	0	8	-15	1.9	0.1	92	-2	-6
Cc1ccc(NC(=O)CN(C)C(=O)c2cccc(S(=O)(=O)N3CCCC3)c2)cc1	/	4	1	7	/	0.1	89	5	/
Cc1c([C@@H]2C[C@H]3CN(Cc4cccc(Cl)c4)C(=O)[C@]34CCCN24)cnn1C	-2	1	-4	-13	1.6	0.1	105	-13	-1
CCCCNC(=O)Nc1nc2ccc(CC)cc2s1	0	1	-6	7	-3.9	-0.1	99	-1	-3
COc1ccc(C(=O)N2CCCC(N3CCN(c4ccccc4F)CC3)C2)c(OC)n1 (stereo not given)	-3	10	9	1	0.3	-0.2	108	3	1
CCOc1ccc(C(=O)CC(Sc2ccc(C)cc2)C(=O)O)cc1 (stereo not given)	-4	1	3	0	-0.3	0.0	108	4	-1
COc1ccc(NC(=O)c2ccc(=O)[nH]c2)cc1S(=O)(=O)N1CCCCC1	-8	0	-9	-9	0.1	0.4	120	-1	7
CCOc1ccc(CN2CCNC(=O)C2CC(=O)NCc2csc(C)n2)cc1 (stereo not given)	-9	12	17	5	-0.5	0.2	119	5	2
Continuation.
SMILES	EBNA-1 inhibitor	BCLXL inh	MCL1 BIM primary	ZTA DNA inh	MEX-5 binding	Efflux pump inh	Yeast superoxide	GLD-1 RNA inh	Fam108B counter
COCc1cc(C)nc(NCCO)c1C#N	9	5	2	-17	3.1	-0.2	97	0	2
O=C(NCCC(=O)N1CCCC(C(F)(F)F)C1)c1ccc(Br)cc1 (stereo not given)	3	2	0	5	2.4	1.9	96	0	1
CCOc1ccc(/C=N/Nc2ccccn2)cc1OC	-1	-1	1	19	0.1	-0.1	90	5	-1
Cc1ccc(S(=O)(=O)N2CCC(C(=O)OCC(=O)Nc3cc(S(C)(=O)=O)ccc3Cl)CC2)cc1C	4	6	5	6	-1.1	0.0	103	12	0
CCOc1cc(/C=N/NC(=O)C(=O)NC2CC2)cc(Br)c1O	0	0	4	9	0.9	-0.1	85	-4	6
O=C1CC(NCCC2=CCCCC2)C(=O)N1c1cccc(Cl)c1Cl (stereo not given)	1	11	16	-10	1.5	-0.1	98	4	-3
COc1cccc(CSc2nc3ccncc3[nH]2)c1	-3	3	6	0	1.8	0.0	110	2	2
C/C(Cn1nc([N+](=O)[O-])cc1C)=N\NC(=O)c1ccc(C(C)(C)C)cc1	-13	-7	-13	-16	-0.1	0.7	110	-3	-5
CN(C)NC(=S)Nc1ccc(Cl)cc1	13	2	-3	-6	2.9	-0.1	88	2	10
O=C1OC2(CCCCC2)OC(=O)C1=CNc1nccs1	0	0	-2	-14	-0.7	-0.3	99	-6	4
Cc1nc(NC(=O)/C=C/c2ccccc2)sc1C(=O)Nc1ccccc1Cl	3	0	0	15	-0.3	0.0	97	8	-4
COc1cc(/C=N/Nc2nn3cnnc3c3ccccc23)ccc1O	11	9	2	4	1.4	-0.2	104	1	9
Cc1cccc2cc(CN(Cc3nnnn3C3CCCCC3)C3CCCC3)c3nnnn3c12	0	7	1	-12	0.3	0.0	100	4	-3

Twelve compounds from above, sorted by number of heavy atoms, smallest number first:
SMILES	EBNA-1 inhibitor	BCLXL inh	MCL1 BIM primary	ZTA DNA inh	MEX-5 binding	Efflux pump inh	Yeast superoxide	GLD-1 RNA inh	Fam108B counter
CN(C)NC(=S)Nc1ccc(Cl)cc1	13	2	-3	-6	2.9	-0.1	88	2	10
COCc1cc(C)nc(NCCO)c1C#N	9	5	2	-17	3.1	-0.2	97	0	2
COc1cccc(CSc2nc3ccncc3[nH]2)c1	-3	3	6	0	1.8	0.0	110	2	2
O=C1OC2(CCCCC2)OC(=O)C1=CNc1nccs1	0	0	-2	-14	-0.7	-0.3	99	-6	4
CCOc1cc(/C=N/NC(=O)C(=O)NC2CC2)cc(Br)c1O	0	0	4	9	0.9	-0.1	85	-4	6
O=C1CC(NCCC2=CCCCC2)C(=O)N1c1cccc(Cl)c1Cl (stereo not given)	1	11	16	-10	1.5	-0.1	98	4	-3
COc1cc(/C=N/Nc2nn3cnnc3c3ccccc23)ccc1O	11	9	2	4	1.4	-0.2	104	1	9
C/C(Cn1nc([N+](=O)[O-])cc1C)=N\NC(=O)c1ccc(C(C)(C)C)cc1	-13	-7	-13	-16	-0.1	0.7	110	-3	-5
Cc1nc(NC(=O)/C=C/c2ccccc2)sc1C(=O)Nc1ccccc1Cl	3	0	0	15	-0.3	0.0	97	8	-4
CCOc1ccc(CN2CCNC(=O)C2CC(=O)NCc2csc(C)n2)cc1 (stereo not given)	-9	12	17	5	-0.5	0.2	119	5	2
Cc1cccc2cc(CN(Cc3nnnn3C3CCCCC3)C3CCCC3)c3nnnn3c12	0	7	1	-12	0.3	0.0	100	4	-3
Cc1ccc(S(=O)(=O)N2CCC(C(=O)OCC(=O)Nc3cc(S(C)(=O)=O)ccc3Cl)CC2)cc1C	4	6	5	6	-1.1	0.0	103	12	0
